From PubChem BioAssay
D3 antag – D3 dopamine receptor (human) antagonism; P35462; D3R cells, DiscoveRx beta-arrestin luminescence, antagonist mode; active compounds read low; max response, negative = inhibition, %; 360,000 tested, 2.5% active; in the data active means max response below about -50%; inconclusive means no clear call, values can overlap the other calls; further: on the % scale 0 is the no-effect control and ±100 the full control effect; mostly tested at two doses, the higher about 12 µM
Target sequence (P35462 whole entry, looked up): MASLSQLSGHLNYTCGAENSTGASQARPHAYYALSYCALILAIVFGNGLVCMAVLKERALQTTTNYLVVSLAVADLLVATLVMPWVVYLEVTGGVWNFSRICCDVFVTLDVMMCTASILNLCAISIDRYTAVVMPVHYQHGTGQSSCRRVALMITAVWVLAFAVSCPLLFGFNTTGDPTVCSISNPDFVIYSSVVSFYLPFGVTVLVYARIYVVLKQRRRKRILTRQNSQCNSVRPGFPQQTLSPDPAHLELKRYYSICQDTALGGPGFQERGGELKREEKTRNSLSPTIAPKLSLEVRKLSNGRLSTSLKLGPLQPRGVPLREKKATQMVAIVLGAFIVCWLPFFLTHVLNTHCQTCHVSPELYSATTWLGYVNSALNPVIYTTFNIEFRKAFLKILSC
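Cells plated overnight at 1500 cells/well, then exposed to library compounds with dopamine controls for 90 minutes at 37 degrees C. DiscoveRx reagent added for 30–60 minutes at room temperature; luminescence read, quantitative HTS format.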
GLP-1R inv ag – inverse agonists of human GLP-1 receptor. P43220. HEK293 GLP-1R CRE-luciferase, luminescence, 24 h; GLP-1R form is constitutively active. Potency, µM (top dose mostly 38.3 µM), without a hit: at the highest dose activity change, negative = inhibition, hits mostly inhibitors. 410,000 tested, 1.6% active. AID 624417; further: potency means the concentration at half of the fitted maximal effect; on the % scale 0 is the no-effect control and ±100 the full control effect; nearly all actives have a fitted effect of over 55% in size
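Constitutively active GLP-1R drives a cAMP-responsive luciferase in stably transfected HEK293 cells; test compounds are added after overnight (12 h) attachment and left 24 hr, and signal loss in luminescence marks inhibition.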
GLP-1R agonist – GLP-1 receptor (human) agonism. P43220. HEK293 GLP-1R CRE-luciferase, luminescence, 4-6 h; cells express a hypersensitive GLP-1R form. 380,000 tested, 0.007% active. Potency, µM (titrated, usually from 45.6 µM), for the others: top-dose activation, hits mostly activators. AID 624172; further: potency means the concentration at half of the fitted maximal effect; % of control where 0% means no effect
PTHR1 agonist – agonists of human PTHR1 parathyroid hormone receptor; HEK293 GP2 PTHR1 cells, GloSensor cAMP luminescence, 1 h; Potency, µM (series often up to 115 µM), without a hit: at the highest dose activation, usual class: activators; 410,000 tested, 0.075% active; further: potency means the concentration at half of the fitted maximal effect; nearly all actives have a fitted effect of over 55% in size; some results filed as inactive show a strong effect at the top dose; inactives centre near -15; many of its hits are not listed in these tables
Target sequence (Q03431 whole entry, looked up): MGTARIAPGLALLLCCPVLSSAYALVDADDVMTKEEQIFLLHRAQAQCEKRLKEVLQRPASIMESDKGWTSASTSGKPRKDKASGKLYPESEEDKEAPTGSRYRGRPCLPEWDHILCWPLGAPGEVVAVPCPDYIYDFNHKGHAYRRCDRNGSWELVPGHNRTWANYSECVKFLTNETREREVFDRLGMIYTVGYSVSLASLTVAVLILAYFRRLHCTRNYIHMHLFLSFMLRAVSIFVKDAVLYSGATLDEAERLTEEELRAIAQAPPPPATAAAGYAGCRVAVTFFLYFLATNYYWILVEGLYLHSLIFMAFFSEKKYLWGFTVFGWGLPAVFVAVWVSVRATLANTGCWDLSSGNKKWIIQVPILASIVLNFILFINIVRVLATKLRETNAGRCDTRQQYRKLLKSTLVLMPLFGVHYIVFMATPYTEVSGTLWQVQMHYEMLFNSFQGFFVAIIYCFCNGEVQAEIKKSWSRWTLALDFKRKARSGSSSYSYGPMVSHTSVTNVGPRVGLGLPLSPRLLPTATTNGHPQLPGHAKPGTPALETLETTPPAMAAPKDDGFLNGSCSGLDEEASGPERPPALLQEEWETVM
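HEK-293-derived GP2 cells expressing PTHR1 and a GloSensor cAMP reporter, 3,000/well, plated overnight, given luciferin plus IBMX (each 0.5 mM as added) for 1 h at 37 °C, then compound for 1 h at 37 °C. Luminescence was read after 15 min at room temperature.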
aSyn rescue – inhibitors of alpha-synuclein toxicity in yeast | Yeast expressing alpha-synuclein, growth rescue, BacTiter-Glo, 24 h | Potency, µM (series often up to 46.1 µM), without a hit: at the top dose growth rescue (activation), hits mostly activators | 370,000 tested, 0.14% active; further: potency means the concentration at half of the fitted maximal effect; % of control where 0% means no effect; nearly all actives have a fitted effect of over 65% in size
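Screening used galactose-induced yeast with toxic alpha-synuclein levels, exposed to compound for 24 hr at 30 deg C. Cell growth, read with BacTiter-Glo luminescence, gave the measured signal.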
DRD3 agonist – D3 dopamine receptor (human) agonism | max activation, % | P35462 | 410,000 tested, 0.58% active | D3R DiscoveRx beta-arrestin cells, luminescence, 90 min; in the data active means max activation above about 30%; further: 0% is about no effect; mostly tested at two doses, the higher about 12 µM
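Agonist-mode cell screen: cells plated at 1500/well and incubated overnight at 37 °C, then exposed to library compounds for 90 min at 37 °C. Detection reagent was added for 30–60 min at room temperature, and luminescence was read.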
TDP43 rescue – inhibitors of TDP-43 toxicity in yeast; Potency, µM (doses to about 46.1 µM), without a hit: at the top dose growth rescue (activation), actives largely listed as activators; 410,000 tested, 1.8% active; TDP-43 expressing yeast growth rescue, BacTiter-Glo, 24 h; further: potency means the concentration at half of the fitted maximal effect; % of control where 0% means no effect; nearly all actives have a fitted effect of over 50% in size
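Readout is BacTiter-Glo luminescence of cell growth, so inhibitors register as activators. TDP-43-expressing yeast at OD600=0.02 in galactose medium, after raffinose pregrowth to mid-log, were incubated with compound for 24 hr at 30 deg C.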
HEK293 tox – cytotoxicity counter-screen for GLP-1 receptor inverse agonists; HEK293 cAMP-luciferase reporter cells, luminescence, 24 h; Potency, µM (highest dose often 38.3 µM), for inactives: at the highest dose activity change, negative = inhibition, usual class: inhibitors; 410,000 tested, 0.13% active; AID 624418;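 further: loss of luciferase light is scored as toxicity; potency means the concentration at half of the fitted maximal effect; on the % scale 0 is the no-effect control and ±100 the full control effect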
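1536-well qHTS counterscreen of the MLSMR; 200 cells/uL, 12 h pre-incubation, 23 nL cpd, 24 h at 37 deg C 5% CO2, luciferase detection reagent, 12 min RT, luminescence. Inhibition = undesired.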
KB-V1 MDR tox – KB-V1 MDR subline cytotoxicity; KB-V1 MDR cells viability, CellTiter-Glo, 72 h; Potency, µM (doses to about 46.1 µM), inactives show top-dose activity change, negative = cytotoxicity, most hits filed as cytotoxic; 400,000 tested, 3.4% active; further: potency means the concentration at half of the fitted maximal effect; on the % scale 0 is the no-effect control and ±100 the full control effect; nearly all actives have a fitted effect of over 60% in size
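Cytotoxicity toward P-gp-expressing KB-V1 cells was determined as loss of CellTiter-Glo luminescence after 72 h at 37 degrees C. Compounds were tested in quantitative HTS format across a concentration range, with curves fitted to normalized data.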
The depositor's hits bear a star; i = inactive; ? = inconclusive; · = not tested or not shown; & = joins results of further samples; [ ] = another dose, or the depositor's remark. Unless noted, the call rests on the fitted dose curve; in most records, active means well fitted curve in the direction sought with a large enough effect; inconclusive means small, poorly fitted or top-dose-only effect, or another doubt; inactive means no such curve, though single readings can be large; an effect the other way counts as inactive or inconclusive.

SMILES	D3 antag	GLP-1R inv ag	GLP-1R agonist	PTHR1 agonist	aSyn rescue	DRD3 agonist	TDP43 rescue	HEK293 tox	KB-V1 MDR tox
COc1cccc(CNC(=O)c2ccc(OC)c(S(=O)(=O)NC3CCCC3)c2)c1	-11	-15%	10%	i	1%	1	-2%	11%	28%
CCC1Oc2ccc(C)cc2N(CC(=O)NCCc2ccc(OC)c(OC)c2)C1=O (stereo not drawn)	0	-3%	0%	i	1%	-5	18%	-20%	0%
Cc1ccc([C@H]2C[C@H](n3cc(-c4ccc(F)cc4)nn3)[C@@H](O)CN2CC2CCCCC2)cc1	7	9%	1%	i	?	1	10%	1%	?
Cc1cc(-c2nnc(CCC(=O)NC(C)(C)C34CC5CC(CC(C5)C3)C4)o2)no1	-15	?	22%	-3%	9%	1	22%	2%	-8%
COc1ccc(NC(=O)CN2C(=O)C(=O)c3ccccc32)c(OC)c1	·	41%[activator]	·	i	·	-32	1%	-23%	?
O=C(Nc1nnc(SCCC2OCCO2)s1)C1CC(=O)N(c2ccc(F)cc2)C1 (stereo not drawn)	-20	-9%	-19%	-21%	-2%	2	10%	13%	·
Cc1ccc(C(=O)N2CCN(c3ncccn3)CC2)cc1S(=O)(=O)N1CCCCC1	0	3%	4%	-2%	1%	-13	-9%	2%	23µM*
CC(C)Cn1c(SCC(=O)NC2CC2)nc2ccc(Cl)cc2c1=O	27	?	5%	-38%[inhibitor]	2%	1	13%	1%	9%
CCOC(=O)C1CCN(C(=O)c2ccc(Cl)c(Cl)c2)CC1	-18	0%	-3%	-20%	11%	0	10%	5%	?
COc1cccc(CNC(=O)Cc2csc(Nc3nc(=S)[nH]c4ccccc34)n2)c1	12	23%	5%	i	-6%	4	22%	7%	-12%
O=C(Cc1ccccc1)Nc1ccc(NC(=O)c2cccs2)cc1	-6	-17%[0.307 µM]	-4%	-54%[inhibitor]	3%	-2	11%	-3%[0.307 µM]	-16%
Cc1ccc(C(=O)Nc2ccc(S(=O)(=O)NCc3ccco3)cc2)cc1	3	6%	-1%	-31%[inhibitor][57.5 µM]	0%	2	-7%	-10%	?
Cc1ccc(C(=O)NC2CCCCCC2)cc1N1CCCC1=O	20	-1%	3%	i	2%	4	-3%	-15%	7%
COC(=O)C1=C(C(=O)OC)[C@@H]2N(Cc3ccccc3)c3ccccc3[C@@]23C[C@@H](C(=O)OC)N(C(=O)CC(C)C)C3=N1	0	-25%	0%	-3%	9%	11	9%	1%	1%
O=C(O)c1cc(Nc2cc(Cl)c3nonc3c2[N+](=O)[O-])ccc1O	?	4%	-10%	i	-5%	-12	-17%	?	-11%
O=C(NCCCn1cccn1)c1cc(COc2ccccc2)on1	0	0%	-4%	-46%[inhibitor]	-1%	-5	0%	-2%	-6%
CC/C(=N\NC(N)=O)c1ccc(OC)c(OC)c1	8	106%[activator]	13%	-18%	2%	-14	15%	1%	?
COc1ccccc1N1CCN(S(=O)(=O)c2ccc(-c3cnc(C4CC4)o3)cc2)CC1	-7	?	2%	i	0%	-2&-10	11%&16%	-10%&2%	?
CCOc1ccc(-n2nc(CO)c(C(=O)NCc3ccc(Cl)cc3)n2)cc1	·	10%	·	i	·	4	23%	-17%	·
O=c1c2cc(-c3ccccc3)sc2ncn1/N=C/c1ccco1	0	4%	-12%	-10%[57.5 µM]	5%	0	24%	-4%	?
Cc1ccc(CNC(=O)CCS(=O)(=O)c2cc3c(cc2C)NC(=O)CO3)cc1	9	5%&5%	6%&-4%	-21%&-8%	-4%&5%	0&3	2%&5%	1%&-3%	-4%&1%
CCC(C)CCN1C(Nc2ccccc2)=NC[C@@H]1C (stereo partly drawn)	-20	-6%	7%	-23%	-8%	10	17%	-34%	?
CCN(Cc1cccc(F)c1)C(=O)c1ccc2ccccc2n1	-4	?	21%	i	2%	6	3%	3%	-3%
O=C(OCCN=C1NS(=O)(=O)c2ccccc21)C1CC(=O)N(c2ccc(Cl)cc2)C1 (stereo not drawn)	-10	9%	1%	-15%[57.5 µM]	3%	0	-2%	12%	23%
CCOC(=O)Cn1c(C)cc(=O)c2ccccc21	21	-17%	-2%	-28%	-8%	2	3%	-4%	4%
Further results
SMILES	D3 antag	GLP-1R inv ag	GLP-1R agonist	PTHR1 agonist	aSyn rescue	DRD3 agonist	TDP43 rescue	HEK293 tox	KB-V1 MDR tox
Cn1c(=O)[nH]c(=O)c2c1nc(N1CCCCC1)n2CC(O)COc1ccc([N+](=O)[O-])cc1 (stereo not drawn)	9	22%	5%	-21%	4%	0	14%	?	7%
O=C1C(c2ccncc2)N(CCC2=CCCCC2)C(=O)CN1C1CCCCC1 (stereo not drawn)	-19	0%	27%	i	-6%	-1	-8%	-3%	11µM*
CN(C)S(=O)(=O)c1ccc(N2CCCC2)c(C(=O)Nc2nc3ccccc3s2)c1	-9	0%	13%	-14%	-2%	-15	-28%	-9%	?
COCCNC(=O)c1ccc2nc(CCc3ccccc3)oc2c1	·	13%	·	i	·	8	0%	2%	·
O=C(Nc1ccc(F)cc1)c1cc(Cl)sc1Cl	-2	56%[activator]	2%	i	-5%	0	10%	11%	2%
COC(=O)c1sc(N)c(C(=O)OC)c1COC(=O)CNS(=O)(=O)c1ccc(C)c(C)c1	-6	15%	2%	i	-3%	-10	-18%	-4%	-14%
CCOc1ccccc1N1CCN(C(=O)c2cc3c(s2)CCC3)CC1	-10	?	3%	-23%[57.5 µM]	17%	2	18%	0%	-6%
Cc1ccc(-n2c(SCC(=O)N/N=C/c3ccccc3C(=O)O)nnc2-c2ccccc2)cc1	7	15%	2%	-6%	2%	2	10%	2%	?
Cc1nc2c(C#N)c[nH]n2c(=O)c1CCO	10	-6%	0%	-13%	4%	5	4%	4%	-1%
Clc1ccc(C(c2ccccc2Cl)C(Cl)Cl)cc1 (stereo not drawn)	-14	-13%	3%&3%	-62%[inhibitor]	1%&-3%	7&-17	23%	2%	1%
COc1ccc(CCNC(=O)c2cnccn2)cc1	-20	3%	-4%	17%	-2%	-5	-4%	2%	-13%
CNc1nc(N)c([N+](=O)[O-])c(Nc2cccc(Cl)c2)n1	-2	77%[activator]	13%	i	-9%	2	?	11%	-12%
CN=C(Nc1ccccc1)SC1CC(=O)N(c2ccc(C(=O)OC)cc2)C1=O (stereo not drawn)	24	-6%	2%	i	14%	5	4%	-19%	9%
Cc1cc(C)c(NC(=O)Cn2nnc(C(=O)NCc3ccco3)c2N)c(C)c1	?	-3%	6%	i	0%	5	1%	-1%	-11%
Cc1ccc(NC(=O)CN(C)C(=O)CSc2nnc(NC(C)C)s2)cc1	11	6%	-1%	-29%	-4%	-7	-8%	9%	23%
COc1ccc(NC(=O)C(NC(C)=O)C(=O)NCc2ccc(F)cc2)cc1 (stereo not drawn)	-22	-8%	2%	-20%[57.5 µM]	7%	4	2%	-1%	5%
CS(=O)(=O)c1ccc(NCCc2ccccn2)c([N+](=O)[O-])c1	4	8%	14%	i	1%	7	23%	?	5%
O=S(=O)(c1ccc(Cl)cc1)N1c2ccccc2Oc2nc3ccccc3nc21	0	-5%	1%	-5%	-2%	-9	-15%	-4%	?
COc1ccc(C(CNC(=O)Cn2[nH]c(=O)c3ccccc3c2=O)N2CCCC2)cc1 (stereo not drawn)	-20	-9%	8%	i	6%	0	8%	-9%	4%
COCCCN(CC(=O)NCc1ccccc1)S(=O)(=O)c1ccc(C)cc1	-1	4%	5%	i	-2%	-5	11%	25%	4%
Cc1nn(Cc2c(Cl)cccc2Cl)c(C)c1NC(=O)CCCn1nc(C)c([N+](=O)[O-])c1C	-1	-24%	6%	-11%	2%	-6	9%	-4%	-14%
C=CCNc1nc2ccccc2nc1NS(=O)(=O)c1ccc(F)cc1	11	-17%	0%	i	1%	-6	?	-24%	9%
O=C(NNC1CC(c2ccccc2)=NN1C(=O)c1ccccc1)c1ccccc1 (stereo not drawn)	9	?	0%	-22%	1%	-4	-23%	7%[7.66 µM]	?

Among those listed so far, these contain a nitro group on carbon:
SMILES	D3 antag	GLP-1R inv ag	GLP-1R agonist	PTHR1 agonist	aSyn rescue	DRD3 agonist	TDP43 rescue	HEK293 tox	KB-V1 MDR tox
O=C(O)c1cc(Nc2cc(Cl)c3nonc3c2[N+](=O)[O-])ccc1O	?	4%	-10%	i	-5%	-12	-17%	?	-11%
Cn1c(=O)[nH]c(=O)c2c1nc(N1CCCCC1)n2CC(O)COc1ccc([N+](=O)[O-])cc1 (stereo not drawn)	9	22%	5%	-21%	4%	0	14%	?	7%
CNc1nc(N)c([N+](=O)[O-])c(Nc2cccc(Cl)c2)n1	-2	77%[activator]	13%	i	-9%	2	?	11%	-12%
CS(=O)(=O)c1ccc(NCCc2ccccn2)c([N+](=O)[O-])c1	4	8%	14%	i	1%	7	23%	?	5%
Cc1nn(Cc2c(Cl)cccc2Cl)c(C)c1NC(=O)CCCn1nc(C)c([N+](=O)[O-])c1C	-1	-24%	6%	-11%	2%	-6	9%	-4%	-14%

An excerpt from above with just PTHR1 agonist and aSyn rescue:
canonical_smiles	PTHR1 agonist	aSyn rescue
CS(=O)(=O)c1ccc(NCCc2ccccn2)c([N+](=O)[O-])c1	i	1%
COc1ccc(CCNC(=O)c2cnccn2)cc1	17%	-2%

A portion of the library (hit frequency here may not be typical).
